Mtb RmlCD inh: blocks M. tuberculosis RmlC and RmlD coupled enzymes; P9WH09+P9WH11; RmlC+RmlD coupled enzyme assay, percent inhibition; primary screen in compound mixtures; inhibition, % at 3.6 µM; 0.03% of 160,000 active; in the data active = inhibition mostly above about 34%, no sharp cut-off; inconclusive = no clear call, values can overlap the other calls; inactive = mostly below about 22%; note: some results filed as inactive read as strong as hits
Target sequence (P9WH09 whole entry, looked up): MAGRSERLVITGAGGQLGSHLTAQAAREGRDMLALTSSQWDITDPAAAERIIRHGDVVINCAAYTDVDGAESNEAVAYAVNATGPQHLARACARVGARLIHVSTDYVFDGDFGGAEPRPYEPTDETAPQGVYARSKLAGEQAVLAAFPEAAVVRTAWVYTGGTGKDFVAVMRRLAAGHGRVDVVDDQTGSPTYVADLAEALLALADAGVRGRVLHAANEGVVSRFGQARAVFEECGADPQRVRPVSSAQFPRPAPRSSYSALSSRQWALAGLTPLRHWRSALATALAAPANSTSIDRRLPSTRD
Target sequence (P9WH11 whole entry, looked up): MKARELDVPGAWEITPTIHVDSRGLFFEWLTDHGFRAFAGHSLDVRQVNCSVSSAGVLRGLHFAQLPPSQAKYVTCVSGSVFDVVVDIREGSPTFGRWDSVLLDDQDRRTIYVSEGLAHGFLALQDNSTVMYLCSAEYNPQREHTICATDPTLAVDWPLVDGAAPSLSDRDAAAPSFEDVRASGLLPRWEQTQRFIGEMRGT
M. tuberculosis GlmU: inhibition of mycobacterial GlmU enzyme – biochemical, glucosamine-1-phosphate acetyltransferase (AID 1376) | M. tuberculosis GlmU acetyltransferase enzyme assay; higher % means a stronger effect | inhibition, %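 (tested at 30 µM in the primary screen)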, or IC50 in µM where a hit was titrated | 0.25% of 220,000 active; in the data active = inhibition above about 13%; inconclusive = no clear call, values can overlap the other calls;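 note: 0% = complete reaction with vehicle and 100% = reaction without substrate; strong numbers were not always called active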
The depositor's hits bear a star; ? = inconclusive; nt = not tested or not shown. An excerpt; the hit share may differ from the screen's.

molecule	Mtb RmlCD inh	M. tuberculosis GlmU
COc1ccc(S(=O)(=O)N(CCCN2CCOCC2)Cc2ccc(OC)c(OC)c2)cc1	nt	2.3%
CC(=O)c1sc(NC(=O)c2cc(=O)c3ccccc3o2)nc1C	-11	-3.6%
O=C(Cn1cncn1)N/N=C/c1cccnc1	-7	8.3%
COc1cc(OC)cc(C(=O)N[C@H](C(=O)OCC(=O)Nc2ccc(F)c(F)c2F)C(C)C)c1	-10	4.6%
O=C(NCCCn1ccnc1)C(=O)NCC1OCCN1S(=O)(=O)c1ccc2c(c1)OCCO2 (centres undefined)	6	-2.6%
COc1ccc(NC(=O)c2oc3ccc(S(=O)(=O)N4CCC5(CC4)OCCO5)cc3c2C)cc1	?	2.3%
Cc1ccc(NC(=O)C2CCN(S(=O)(=O)c3c(C)noc3C)CC2)cc1C	-9	-1.9%
CCCc1cc(=O)[nH]c(SCC(=O)N2CCN(c3ccc(F)cc3)CC2)n1	nt	-1.6%

The final 4 compounds of the section before open the next one.
molecule	Mtb RmlCD inh	M. tuberculosis GlmU
O=C(NCCCn1ccnc1)C(=O)NCC1OCCN1S(=O)(=O)c1ccc2c(c1)OCCO2 (centres undefined)	6	-2.6%
COc1ccc(NC(=O)c2oc3ccc(S(=O)(=O)N4CCC5(CC4)OCCO5)cc3c2C)cc1	?	2.3%
Cc1ccc(NC(=O)C2CCN(S(=O)(=O)c3c(C)noc3C)CC2)cc1C	-9	-1.9%
CCCc1cc(=O)[nH]c(SCC(=O)N2CCN(c3ccc(F)cc3)CC2)n1	nt	-1.6%
Cc1cc2n(n1)C(c1ccccc1)Nc1ccccc1-2 (centres undefined)	18	-2.7%
O=C(Cc1cccs1)N/N=C/C=C\c1ccco1	-12	5.5%
O=C(N/N=C\c1ccc(CNS(=O)(=O)c2ccc(Cl)cc2)o1)C(=O)Nc1ccc(Oc2ccccc2)cc1	-3	1.7%
O=C1CCCN1CCCNC(=S)Nc1ccccc1	-3	2.8%
CN(CC(=O)NCCC1=CCCCC1)S(=O)(=O)c1ccc2c(c1)CCC(=O)N2	10	-3.4%
C=CCC1(CC=C)CCCN1C(=O)CC1C(=O)NCCN1Cc1cccc(OC)c1 (centres undefined)	-8	-4.3%
CC1CC(C)CN(CCCCOc2ccc([N+](=O)[O-])cc2)C1 (centres undefined)	nt	0.4%
COCCCNC(=O)CN(c1cc([N+](=O)[O-])ccc1OC)S(C)(=O)=O	nt	-3.7%

Additional entries
molecule	Mtb RmlCD inh	M. tuberculosis GlmU
O=C(/C=C/c1ccco1)NC(=S)Nc1cc(C(F)(F)F)ccc1N1CCOCC1	4	0.1%
O=C(NCCC1=CCCCC1)c1ccc(=O)oc1	7	2.5%
CCN(CC)C(=O)C1=C(C)Nc2nnnn2C1c1cccnc1 (centres undefined)	nt	-3.5%
CCOC(=O)C(NC(=O)NCc1cccc(C(F)(F)F)c1)(OCC)C(F)(F)F (centres undefined)	nt	2.0%
O=C(NCC(=O)N(CC1CCCO1)C1(C(=O)NC2CCCCC2)CCCCC1)c1ccccc1 (centres undefined)	-9	-0.1%
CCN1CCN(CCC2Oc3cc([N+](=O)[O-])ccc3NC2=O)CC1 (centres undefined)	nt	-2.1%
COC1CCCCC1NS(=O)(=O)c1ccccc1 (centres undefined)	5	9.2%
c1ccc(Cc2nnc3sc(-c4ccc5c(c4)OCCO5)nn23)cc1	6	2.3%

(list continues)
molecule	Mtb RmlCD inh	M. tuberculosis GlmU
COC(=O)C1CN(S(=O)(=O)c2ccc(C)cc2)CCN1S(=O)(=O)c1ccc(C)cc1 (centres undefined)	nt	-0.7%
O=C(c1cnn(C(=O)c2cccc(S(=O)(=O)N3CCOCC3)c2)c1)c1ccccc1O	4	1.4%
CCCCn1c(CN2CCN(C(=O)OCC)CC2)nc2c1c(=O)[nH]c(=O)n2C	2	-0.8%
C[C@H](NC(=O)c1nc[nH]c1C(=O)N[C@@H](Cc1ccccc1)C(=O)OCc1ccccc1)c1ccccc1	nt	1.7%
Cc1cc(S(=O)(=O)N2CCN=C2c2ccccc2)c(C)cc1Cl	2	-1.9%
Cc1ccc(S(=O)(=O)N(C)C)cc1NC(=O)C(C)[N+]12CCN(CC1)CC2 (centres undefined)	-9	5.3%
O=C(NCc1ccccc1Cl)c1ccc2nnsc2c1	7	nt
COc1cccc(N2C(=O)CC(N3CCC(C(N)=O)(N4CCCCC4)CC3)C2=O)c1 (centres undefined)	-7	5.1%

(more compounds)
molecule	Mtb RmlCD inh	M. tuberculosis GlmU
CCc1nc2n(n1)C(O)c1cc([N+](=O)[O-])ccc1S2 (centres undefined)	-10	2.2%
CCN(CC(=O)N1CCN(c2ccccc2)CC1)S(=O)(=O)c1ccc(C)cc1	nt	-0.2%
CC1(C)Cc2c(C#N)c(SCc3nc4ccccc4[nH]3)nc(N3CCOCC3)c2CO1	32	-2.5%
NC(=S)NNC(=O)c1ccccc1Cl	-11	2.6%
Cc1ccccc1Sc1ncnc2onc(C)c12	2	-5.7%
C=CCn1c(C(CCC(C)C)CC(C)(C)O)n[nH]c1=S (centres undefined)	-10	7.0%
CNC(=O)c1c(C)noc1C	2	nt
COC(=O)CSc1n[nH]c(=S)s1	27	2.6%

Next entries:
molecule	Mtb RmlCD inh	M. tuberculosis GlmU
CCOC(=O)C1CCCN(CCC(=O)Nc2ccccc2C)C1 (centres undefined)	-2	2.7%
Cc1cccc(Oc2coc3cc(OC(=O)c4cncc(Br)c4)ccc3c2=O)c1	11	-0.5%
O=C(OCC(=O)c1c[nH]c2ccccc12)c1ccco1	nt	7.5%
Cc1cccc(-c2c3c(=O)n(C)c(=O)n(C)c3cn2-c2ccc(O)cc2)c1	nt	1.4%
c1ccc(Cn2c(CNc3nc4ccccc4n3CCN3CCCCC3)nc3ccccc32)cc1	nt	-8.1%
COc1ccc(/C=c2\s/c(=C/C(=O)c3ccc(C)cc3)[nH]c2=O)cc1OC	-1	-9.5%
CC(=O)C1=C(C)NC(SCC(N)=O)=C(C#N)C1C (centres undefined)	-2	1.6%
OCCCc1nc2n(n1)C(c1ccccc1)C=C(c1ccc(F)cc1)N2 (centres undefined)	nt	0.2%

Additional results
molecule	Mtb RmlCD inh	M. tuberculosis GlmU
COc1ccc(OC)c(C2=Nn3c(nnc3-c3cccc(OC(C)C)c3)SC2)c1	2	-1.7%
Cn1c(=O)c2c(nc(Oc3ccc4ccccc4c3)n2C)n(C)c1=O	2	-0.8%
CCc1nnc(NS(=O)(=O)c2ccc(NC(=O)c3ccco3)cc2)s1	nt	0.3%
CS(=O)(=O)N1CCN(C(=O)Cc2ccccc2Cl)CC1	-12	4.1%
Cc1nn(-c2ccccn2)c2c1-c1nc(N3CCOCC3)ncc1CC2	2	0.8%
Cc1cccc(NC(=O)Nc2nnc(-c3ccccc3)o2)c1	7	0.2%
COCCNC(=S)N/N=C(\C)c1ccccc1F	1	0.1%
O=C(O)C1C2C=CC(C2)C1C(=O)NCc1ccccn1 (centres undefined)	nt	1.2%

Following part.
molecule	Mtb RmlCD inh	M. tuberculosis GlmU
CCN(C(=O)c1cccs1)c1nnc(-c2ccncc2)s1	nt	-1.4%
COC(=O)CSc1nc2c(c(=O)n(C)c(=O)n2C)n1CCC(C)C	0	2.5%
CC(=O)c1c(O)c(C)c(-c2ccccc2)n(-c2ccccc2)c1=O	-7	1.4%
O=C(NCC1CCCO1)c1ccc(COc2ccc(F)cc2)o1 (centres undefined)	nt	-1.2%
CN(CC(=O)Nc1ccccc1C(=O)N1CCCC1)S(=O)(=O)c1ccc(Cl)cc1	10	-1.4%
COc1ccc(S(=O)(=O)N(CC(=O)N/N=C/c2cccs2)c2ccc(C)cc2)cc1OC	-16	-2.4%
CCCCOC(=O)c1sc2nc(N3CCOCC3)c3c(c2c1N)CC(C)(C)OC3	-9	4.2%
Cc1cc(NC(=O)CSc2nc3ccccc3n2CC(C)C)no1	-3	-2.3%

(continued)
molecule	Mtb RmlCD inh	M. tuberculosis GlmU
O=C(COC(=O)[C@H](Cc1ccccc1)NC(=O)c1ccco1)NCc1ccccc1	nt	-3.8%
Cc1nnc(SCCC(C)C)[nH]c1=O	nt	6.1%
CC(C)Cn1c(N)c(C(=O)CSc2nc3ccccc3c(=O)n2CCCN2CCOCC2)c(=O)n(C)c1=O	-11	-4.3%
Cc1c(NC(=O)CSC2=C(C#N)C(c3ccccc3F)CC(=O)N2)c(=O)n(-c2ccccc2)n1C (centres undefined)	-5	0.3%
Cc1ccc(C)c(NS(=O)(=O)c2cc(C(=O)N3CCCC3)ccc2Cl)c1	nt	0.1%
COc1cccc(-c2nc3n(n2)C(c2cccs2)C(C(=O)Nc2cccnc2)=C(C)N3)c1 (centres undefined)	5	3.6%
Cn1cccc2[nH]c(=O)nc1-2	0	-0.3%
CCOC(=O)Cn1nnnc1C(CC)N(Cc1ccccc1)Cc1cc2cc(C)ccc2[nH]c1=O (centres undefined)	0	11%

(continued)
molecule	Mtb RmlCD inh	M. tuberculosis GlmU
Nc1nnc(CC(=O)N/N=C/c2ccc(-c3ccccc3Cl)o2)s1	12	-4.1%
COc1ccc2occ(C(=O)c3ccccc3)c2c1	-5	-0.5%
O=C(c1ccccc1Sc1ccc([N+](=O)[O-])cc1Cl)N1CCOCC1	-11	-1.2%
Cc1cc2ncn(C(=O)c3c(-c4ccccc4)noc3C)c2cc1C	nt	-3.4%
Cc1ccc(C2CN=NC23CCc2ccccc2C3=O)cc1 (centres undefined)	-9	-2.4%
COc1cc(CC(=O)NCCc2ccc(OCc3ccccc3)cc2)c([N+](=O)[O-])cc1OC	-12	-1.0%
Cc1cccc(NC(=O)CC2Nc3cccc4cccc(c34)NC2=O)c1 (centres undefined)	8	-1.2%
COC(=O)[C@@H](NC(=O)NCc1ccccc1F)C(C)C	15	-2.7%

Structures above that have two or more sulfur atoms:
molecule	Mtb RmlCD inh	M. tuberculosis GlmU
COC(=O)C1CN(S(=O)(=O)c2ccc(C)cc2)CCN1S(=O)(=O)c1ccc(C)cc1 (centres undefined)	nt	-0.7%
COC(=O)CSc1n[nH]c(=S)s1	27	2.6%
CCc1nnc(NS(=O)(=O)c2ccc(NC(=O)c3ccco3)cc2)s1	nt	0.3%
CCN(C(=O)c1cccs1)c1nnc(-c2ccncc2)s1	nt	-1.4%
COc1ccc(S(=O)(=O)N(CC(=O)N/N=C/c2cccs2)c2ccc(C)cc2)cc1OC	-16	-2.4%

Additional entries follow.
molecule	Mtb RmlCD inh	M. tuberculosis GlmU
CCC(=O)NC(c1ccc(OC)c(OC)c1)c1cc(Cl)c2cccnc2c1O (centres undefined)	-4	-0.1%
CC(=O)Nc1ccc(S(=O)(=O)Nc2cccc(NC(=O)C(C)(C)C)c2)cc1	nt	3.5%
COc1cc(N)n(S(=O)(=O)c2ccc(C)cc2)n1	nt	3.9%
O=C(O)COc1ccc(NC(=O)c2ccc(NC(=O)c3ccco3)cc2)cc1	4	0.9%
CC[C@H](CO)NCCN[C@H](CC)CO	nt	-4.6%
CSCCC(NC(=O)c1ccc(Cl)cc1)C(=O)OCC(=O)Nc1ccc(C#N)cc1 (centres undefined)	79	-3.5%
O=C(c1ccc(N2CCC3(CC2)OCCO3)c([N+](=O)[O-])c1)N1CCOCC1	-9	-1.6%
O=C(COc1ccccc1)Nc1nonc1NC(=O)COc1ccccc1	22	3.0%

Two compounds drawn at random from the list so far, as already listed:
molecule	Mtb RmlCD inh	M. tuberculosis GlmU
Cc1ccc(NC(=O)C2CCN(S(=O)(=O)c3c(C)noc3C)CC2)cc1C	-9	-1.9%
Cc1cc(S(=O)(=O)N2CCN=C2c2ccccc2)c(C)cc1Cl	2	-1.9%

(continued)
molecule	Mtb RmlCD inh	M. tuberculosis GlmU
CC1(C)CC(=O)c2cnc(N3CCc4ccccc4C3)nc2C1	-12	-3.3%
Oc1ccc2ccccc2c1C=NCc1cn2ccsc2n1	10	7.6%
O=C(Nc1cccn(Cc2c(F)cccc2Cl)c1=O)NC1CCCCC1	10	-3.1%
Cc1ccc(N(C)C(=O)C2CCCN2S(=O)(=O)c2cccc3nsnc23)cc1 (centres undefined)	13	-3.9%
CCCC(=O)c1cc(F)c(N2CCN(CCC#N)CC2)cc1C	nt	8.7%
O=C(Nc1ccccc1)c1ccc(NCCN2C(=O)CCC2=O)c([N+](=O)[O-])c1	nt	1.3%
Clc1ccc(/C=N\Nc2ccccc2)cc1	5	0.3%
CC1CN(c2nnc(-c3ccccc3)c3ccccc23)CC(C)O1 (centres undefined)	-16	-0.7%

Following part
molecule	Mtb RmlCD inh	M. tuberculosis GlmU
Cc1cc2ncc(-c3ccc(Cl)cc3)c(N)n2n1	13	2.1%
Cc1cccc(NC(=S)NC(C)C(c2cccs2)N2CCN(C)CC2)c1C (centres undefined)	6	-2.4%
COc1ccc(-c2cc(C(=O)NCCc3ccc(S(N)(=O)=O)cc3)c3ccccc3n2)cc1	-10	-5.0%
O=C(Cc1cccs1)N1CCC(c2nc3c(nnn3Cc3ccc(F)cc3)c(=O)[nH]2)CC1	-7	0.4%
C/C(=N/NC(=O)CNC(=O)c1ccc2c(c1)OCO2)c1ccc2c(c1)CCCC2	-5	-2.5%
Cc1csc(=Nc2c(C)n(C)n(-c3ccccc3)c2=O)n1-c1ccccc1	-7	-5.3%
CCOC(=O)CCn1nc(-c2ccccc2)cc1N	23	-3.8%
CCOC(=O)c1cnc(-c2cccc(OC)c2)[nH]c1=O	-8	2.2%

Other results
molecule	Mtb RmlCD inh	M. tuberculosis GlmU
O=C1CC(=C2c3ccccc3-c3ccccc32)C(=O)N1CCN1CCN(c2ccccc2)CC1	nt	16%
CCNC(=O)/C(=C/c1cccc([N+](=O)[O-])c1)NC(=O)c1ccc(C)cc1	12	1.9%
COC/C=C/C1=CC2=CC(=O)C(C)(O)C(=O)C2=CO1 (centres undefined)	nt	0.4%
CCCCC(CC(C)O)c1n[nH]c(=S)n1-c1ccccc1 (centres undefined)	nt	-7.4%
Cc1ccc2nc(-c3ccc(NC(=O)CSc4nccc(=O)[nH]4)cc3)sc2c1	7	-2.2%

High-throughput results from PubChem BioAssay.
